thrombin 1536: thrombin (human) inhibition; alpha-thrombin, Boc-VPR-AMC fluorogenic substrate cleavage; inhibition, % at 5 µM; 220,000 tested, 0.26% active; P00734;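 active means inhibition at or above 40%; inactive means inhibition below 40%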;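 further: 0% = enzyme with no compound and 100% = wells without enzyme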
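Material: human alpha-thrombin protein. Incubation: reaction at ambient temperature. Technique: fluorescence of released AMC, ex 355 nm, em 460 nm. Control set: no-compound enzyme wells and no-enzyme blanks. Also added: Boc-VPR-AMC substrate, 15 µM final. Buffer or medium: pH 7.5 Tris (50 mM) with NaCl 150 mM, Tween 20 0.05%.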
eIF4E 4G PPI: blocks eIF4E binding to eIF4G; TR-FRET eIF4E-eIF4GI(517-606) binding, 2 h; inhibition, % at 21.7 µM; 220,000 tested, 0.37% active;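 further: 0% = full FRET control wells and 100% = background wells lacking eIF4GI fragment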
KLK5 inh: inhibitors of human kallikrein 5. Q9Y337. recombinant hK5, fluorogenic AMC substrate cleavage. inhibition, % at 5 µM. 210,000 tested, 0.59% active. AID 873;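 active means inhibition of 40% or more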;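 further: 0% = enzyme controls without compound and 100% = no-enzyme blanks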
KCC2 mod: modulators of human KCC2 chloride dependent transport | AID 1456 | KCC2 cells, thallium flux FluoZin-2 fluorescence | Q9H2X9 | 190,000 tested, 2.2% active | B-score of Tl+ flux slope (higher = more flux/activation; lower = inhibition) at 10 µM;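 active means thallium flux slope and its plate-corrected score both differing from the plate sample mean at a set confidence after two filtering rounds, in either direction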;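 further: slope of fluorescence scaled to starting intensity during 10 to 20 s after thallium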
p47phox inh: inhibitors of human p47phox binding; P14598; p47phox/p22phox peptide binding, fluorescence polarization, 2 h; inhibition, % at 24.7 µM; 220,000 tested, 0.53% active;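 further: 0% = p47phox with labelled peptide and 100% = labelled peptide alone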
Target sequence (P14598 whole entry, looked up): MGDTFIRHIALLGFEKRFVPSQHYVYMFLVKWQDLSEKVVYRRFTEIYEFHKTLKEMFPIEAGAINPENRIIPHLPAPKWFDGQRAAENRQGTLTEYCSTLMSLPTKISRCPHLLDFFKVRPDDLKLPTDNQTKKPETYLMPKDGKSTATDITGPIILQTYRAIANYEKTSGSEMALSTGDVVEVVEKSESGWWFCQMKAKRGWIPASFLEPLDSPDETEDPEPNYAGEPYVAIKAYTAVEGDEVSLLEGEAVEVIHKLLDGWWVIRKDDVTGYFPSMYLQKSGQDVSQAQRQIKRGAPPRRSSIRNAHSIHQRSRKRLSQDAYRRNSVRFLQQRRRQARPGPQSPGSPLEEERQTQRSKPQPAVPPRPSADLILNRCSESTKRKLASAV
Furin inh: inhibitors of human furin; P09958; AID 463115; 220,000 tested, 0.061% active; purified furin, fluorogenic substrate cleavage; inhibition, % at 30 µM; in the data active means inhibition above about 25%; further: inactives centre near -15
Target sequence (P09958 108-714 limits assumed): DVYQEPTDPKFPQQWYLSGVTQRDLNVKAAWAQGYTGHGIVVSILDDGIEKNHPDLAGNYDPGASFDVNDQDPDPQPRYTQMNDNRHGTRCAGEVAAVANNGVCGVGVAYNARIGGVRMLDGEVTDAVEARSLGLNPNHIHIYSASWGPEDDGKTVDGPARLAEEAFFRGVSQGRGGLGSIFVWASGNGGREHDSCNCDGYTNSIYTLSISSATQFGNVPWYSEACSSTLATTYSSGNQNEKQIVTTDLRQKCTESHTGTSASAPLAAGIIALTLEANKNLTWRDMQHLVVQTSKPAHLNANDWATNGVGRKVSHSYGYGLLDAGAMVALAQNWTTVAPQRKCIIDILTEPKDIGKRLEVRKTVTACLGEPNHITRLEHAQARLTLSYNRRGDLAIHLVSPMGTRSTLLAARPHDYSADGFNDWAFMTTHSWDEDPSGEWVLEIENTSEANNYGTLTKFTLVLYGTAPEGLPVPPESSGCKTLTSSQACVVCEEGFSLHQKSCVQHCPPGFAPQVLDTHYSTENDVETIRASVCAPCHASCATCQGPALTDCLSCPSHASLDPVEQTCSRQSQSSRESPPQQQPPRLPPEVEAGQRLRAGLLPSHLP
EBV gp42 block: inhibitors of Epstein-Barr virus glycoprotein 42. inhibition, % (tested at 21.74 µM). Q1HVG2. Fluorescence polarization binding assay, mP read-out. 220,000 tested, 0.42% active; in the data active means inhibition above about 50%
Rad51 HR inh: Rad51 (human) homologous recombination inhibition. inhibition, % at 10 µM. hRad51 DNA strand exchange, fluorescence dequenching. 200,000 tested, 0.085% active. Q06609;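 active means inhibition above 40% at the single screening dose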;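 further: 0% = DMSO control wells and 100% = blanks with heterologous ssDNA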
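material = hRad51 filaments on single-stranded DNA | timing = filaments 15 min 37 °C, then compound 30 min | signal = FRET fluorescence dequenching, excitation 485 nm, emission 520 nm | benchmarks = control wells and blank wells on each plate | evaluation = percent inhibition relative to plate controls and blanks | compound = 10 µM final, single point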
14-3-3 Bad PPI: disrupts binding of bovine 14-3-3 zeta to phospho-Bad peptide; TR-FRET 14-3-3zeta/Dy647-pBad peptide displacement, 1 h; inhibition, % at 21.7 µM; 220,000 tested, 0.71% active; AID 781;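 active means inhibition above about 70%, limit read from the data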;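 further: 0% = full 14-3-3 plus peptide FRET controls and 100% = background without 14-3-3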
Numbers without * were called inactive; / = not tested or not shown; [ ] = dose if it differs, or a comment.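 How the source made its calls, unless noted: active means inhibition above about 30% (limit read from the data); inactive means the rest.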

Furin inh	KLK5 inh	eIF4E 4G PPI	14-3-3 Bad PPI	Rad51 HR inh	EBV gp42 block	KCC2 mod	thrombin 1536	p47phox inh	SMILES
19	-4	-1	-7[fluorescence artefact?]	-1	-28	-0.65	-4	-31	CN1CCN(/N=C/c2nc(-c3ccc(Cl)cc3)n3ccccc23)CC1
-11	20	-1	-9	/	0	/	1	5	CCOc1ccc(NC(=O)CN(C)C(=O)C2CCCC2)cc1OCC
-5	0	-2	-5	-1	-5	0.99	-4	-5	CC1CCCN(C(=O)C(Cc2ccccc2)n2cccc2)C1 (stereo not drawn)
-22	-1	2	-1	3	3	0.11	-1	-10	COc1ccc(OC)c(C2/C(=C(/O)c3ccc(C)cc3)C(=O)C(=O)N2Cc2ccco2)c1 (stereo not drawn)
5	-13	0[fluorescence artefact?]	10	-3	3	2.2	-8	-3	Cc1nc2ccccc2nc1OCC(=O)NCC(F)(F)F
-8	0	0	-4	/	-3	-3.6	-2	-17	Cc1cccn2c(=O)c(/C=C(\C#N)C(=O)NCc3ccco3)c(N3CCCCCC3)nc12
-5	-5	3	-8	-32	-8	-0.84	15	4	Cc1cc(C)cc(N(CC(=O)NCc2ccco2)C(=O)CCC(=O)Nc2nccs2)c1
-20	-3	-1	6	4	-8	1.1	-6	-4	CCOc1cc(CNCc2cccnc2)ccc1OCC(=O)NC(C)(C)C
-19[20 µM]	-10	0	11	3	-11	/	-6	-25	CC(C)(C)C(=O)Nc1nc(=S)ss1
-29	4	-1	-7	1	-8	-1.1	-1	2	CCN(CC)C(=O)CSc1nc(C)cc(C)n1
-16[20 µM]	-10	-1	3	2	-2	0.8	-6	-31	Cc1noc(C)c1S(=O)(=O)N1CCC(C(=O)NC2CCCc3ccccc32)CC1 (stereo not drawn)
-7	-16	3	-5	-6	12	0.28	-6	-12	CC(/C=N/n1c(C2CCCCC2)n[nH]c1=S)=C\c1ccccc1
-3	-16	10	8	-28	-8	-1.1	-3	13	COc1cccc(OC(=O)c2cc3ccccc3oc2=O)c1
-21	30	-2[fluorescence artefact?]	22[fluorescence artefact?]	2	-6	-0.016	10	-9	CCCS(=O)(=O)N1CCN(C(=O)c2cccnc2)CC1
-6	-6	6	-10[fluorescence artefact?]	-1	-22	1.3	-1	-5	O=C(NC(=S)Nc1ccc(CN2CCOCC2)cc1)c1ccccc1[N+](=O)[O-]
-12[20 µM]	-2	-2	11	2	2	-2.7*	-2	-5	N#Cc1c(-c2ccccc2)nc(SCc2nc(N)nc(N3CCCCC3)n2)[nH]c1=O
-5[20 µM]	-33	0	2	1	-18	/	0	-10	CCOc1cc(-c2cc(-c3ccc(OC)cc3)nc(N)c2C#N)ccc1O
-12	-4	2	6	-6	1	-0.86	-6	10	CCCN1CCN(C(=S)Nc2ccc3nc(N4CCN(CC)CC4)cc(C)c3c2)CC1
-12[20 µM]	2	-1	16	-8	6	0.44	-1	-9	Brc1ccccc1OCCCN1CCOCC1
-29	15	1	-6	-3	-6	-1.9	1	-18	CC1=C(C(=O)OC(C)C)C(c2ccc(N(C)C)cc2)C2=C(CC(C)(C)CC2=O)N1 (stereo not drawn)
-10	-9	-2	-7[fluorescence artefact?]	-1	6	-0.44	-12	0	O=C(N/N=C/c1ccc(OCC(=O)N2CCCCC2)cc1)c1ccccc1O
-18	-3	0	5	0	-10	0.78	-1	15	CCC(=O)Nc1nnc(-c2ccccn2)o1
-26	-78	5	5[fluorescence artefact?]	12	-29	0.66	4	4	CCCCNC(=O)CCC(=O)NNc1nc2ccccc2c2nc(-c3ccccc3)nn12
-19[20 µM]	-8	1	5	-1	2	-1.3	-1	-7	Cc1ccc(NC(=O)CCC(=O)NNC(=O)COc2cccc3ccccc23)c(C)c1
-31	-1	0	0	4	-9	0.8	2	-1	Cc1nnc(NNS(=O)(=O)c2ccc(Cl)cc2)[nH]c1=O
-8	-18	1	0	6	1	-0.37	-3	-4	COc1ccc(OC)c(S(=O)(=O)Nc2c(C)cccc2C)c1
-15	-8	-17	-4	2	8	/	-8	-7	CNCc1ccc(OCc2ccccc2)c(OC)c1
-4	-6	3	-8	3	-24	-1.6	-8	-10	Cc1ccc2[nH]c(=O)c(-c3noc(CC(C)C)n3)cc2c1
-11	-5	3	3	0	-12	-0.43	-12	1	COc1cc(OC)cc(C(=O)N[C@H](C(=O)OCC(=O)N2CCc3ccccc32)C(C)C)c1
-6[20 µM]	42*	2	-2	0	-1	0.53	24	-6	COCCn1cc(C(=O)c2ccccc2OCC(=O)Nc2cc(C)on2)cc(C#N)c1=O
-26	-5	0	7	-8	-46	0.26	5	-7	CCC(=O)NC1(C(F)(F)F)C(=O)Nc2c1c(=O)n(C)c(=O)n2C (stereo not drawn)
-2	-4	3[fluorescence artefact?]	9[fluorescence artefact?]	/	-1	/	-1	-7	N#Cc1nc(COc2ccccc2)oc1N1CCCC1
-20	-4	0	-9	-3	-4	4.7*	-7	-12	C/C(=N/NC(=O)c1cccs1)c1ccco1
-11	-3	-9	-4	1	6	40*	-6	3	O=C(/C=C/c1ccc(F)cc1)NC(=S)N1CCN(Cc2ccccc2)CC1
-15	-2	-6	-4	11	-13	/	-4	-6	COc1ccc(-n2nnc3c(SCC(=O)c4ccccc4)ncnc32)cc1
-20	-6	2	5	/	-1	-0.78	-1	-28	O=C(Nc1cccc(Cl)c1)Nc1ccccc1NS(=O)(=O)c1cccs1
-4	44*	0	-5	13	-4	0	-7	-9	CNC(=O)/C(C#N)=C/c1cc(C)n(-c2ccc(N3CCOCC3)cc2)c1C
-37[20 µM]	-265	13	-1	-2	-5	/	-19	-19	O=c1c(-c2nc3ccccc3s2)cccn1Cc1ccccc1
14	-8	-5	6[fluorescence artefact?]	-15	-13	0.61	-3	-22	CCCN1C(=O)/C(=C\C=C2/C=CN(CC)c3ccccc32)SC1=S
-23	-4	6	1	0	-28	-0.14	-3	-16	CCN(C(=O)CSc1nnc(Nc2ccccc2C)s1)C1CCS(=O)(=O)C1 (stereo not drawn)

At a glance, 2 of the compounds above:
Furin inh	KLK5 inh	eIF4E 4G PPI	14-3-3 Bad PPI	Rad51 HR inh	EBV gp42 block	KCC2 mod	thrombin 1536	p47phox inh	SMILES
-26	-5	0	7	-8	-46	0.26	5	-7	CCC(=O)NC1(C(F)(F)F)C(=O)Nc2c1c(=O)n(C)c(=O)n2C (stereo not drawn)
-2	-4	3[fluorescence artefact?]	9[fluorescence artefact?]	/	-1	/	-1	-7	N#Cc1nc(COc2ccccc2)oc1N1CCCC1

Other entries follow:
Furin inh	KLK5 inh	eIF4E 4G PPI	14-3-3 Bad PPI	Rad51 HR inh	EBV gp42 block	KCC2 mod	thrombin 1536	p47phox inh	SMILES
-17	-6	-2[fluorescence artefact?]	2	5	2	-0.36	-12	-21	O=C(Nc1ccc2nc3n(c(=O)c2c1)CCCC3)c1cccc([N+](=O)[O-])c1
-25[20 µM]	-1	4[fluorescence artefact?]	4	-7	-22	0.18	4	-8	CCCC1(C(=O)OCC)NC(c2ccc(OC)cc2OC)C2C(=O)N(c3ccccc3)C(=O)C21 (stereo not drawn)
-33	4	-16	1	/	-8	0.59	5	-1	Cc1ccc(C(=O)Nn2cnnc2)cc1S(=O)(=O)N1CCOCC1
-16	6	2	-12	/	-23	/	-1	-3	COc1ccc(C(=O)C2CCCN(Cc3cccn3-c3cccnc3)C2)cc1OC (stereo not drawn)
-21[20 µM]	7	-2	10	-2	-9	-1.8	0	0	Cc1cccc2c1nc(-c1ccccc1)n1cnnc21
-10[20 µM]	1	5	-2	/	-10	1	-1	-6	CCCC(=O)N1CCN(c2ccc(NC(=O)c3ccc(OCC)c([N+](=O)[O-])c3)cc2)CC1
-20	-6	1	1	-3	6	2.2	-3	-8	CCOC(=O)c1c(NC(=O)CSC(=S)N2CCOCC2)sc(C)c1C
-17	2	-1	-7	9	-11	-0.93	2	1	N#Cc1cn(CCOC(=O)c2cccc(C(F)(F)F)c2)c(=O)[nH]c1=O
-14[20 µM]	-1	-11	-11	4	-16	0.94	3	-18	COc1ccc(/C=N\NC(=O)C2=NNC(=O)C2C)cc1 (stereo not drawn)
-12[20 µM]	2	-3[fluorescence artefact?]	-6	2	-16	-1.1	3	-26	CCc1cc2ccc(C)cc2nc1SCC(=O)c1ccc(NC(C)=O)cc1
-22	4	3	-1	-1	10	0.49	4	-3	OCC1OC(n2nc3ccccc3n2)C(O)C(O)C1O (stereo not drawn)
-32	3	-2	-1	-1	-11	-0.15	-13	-8	COc1cccc(/C=N/NC(=O)C(=O)NCc2cccnc2)c1OC
-9	-7	6[fluorescence artefact?]	-1[fluorescence artefact?]	11	1	/	-4	6	COc1ccc(/C=N/OC(=O)Nc2ccccc2)cc1[N+](=O)[O-]
-23	-2	-12	13[fluorescence artefact?]	-1	-4	/	1	-17	Cc1cc(-n2c(C)cc(C(=O)COc3ccc4ccc(=O)oc4c3)c2C)no1
-17	-8	1	-7	-14	-15	0.49	-2	-13	CC(C)CC(=O)N1CCN(C(=O)c2ccco2)CC1
-11[20 µM]	0	-28	15[fluorescence artefact?]	7	-12	-1.7	-1	-70	O=C(Nc1ccc(-c2nc3ccccc3o2)cc1)c1ccc(N2C(=O)C3C4C=CC(C4)C3C2=O)cc1 (stereo not drawn)
-13	5	-8	1	2	-9	0.37	-5	-34	COc1ccc2c(c1)c(/C=N/Nc1ccc(C(=O)O)cc1)c(C)n2C
2	-18	-3	-8	4	2	-4.8	4	-17	O=[N+]([O-])c1ccc(NC(=S)NCCc2ccccc2)cc1
-13[20 µM]	-5	12	-2[fluorescence artefact?]	/	11	0.73	-3	-13	O=c1cnn(-c2ccc(Cl)cc2Cl)c(-c2ccccc2)c1
-8	2	7	9	/	-13	-0.97	45*	-7	O=C(COC(=O)c1ccc([N+](=O)[O-])s1)Nc1cccc(S(=O)(=O)NC2=NCCCCC2)c1

One compound at a time (already shown):
CCN(CC)C(=O)CSc1nc(C)cc(C)n1 across the screens: Furin inh: -29; KLK5 inh: 4; eIF4E 4G PPI: -1; 14-3-3 Bad PPI: -7; Rad51 HR inh: 1; EBV gp42 block: -8; KCC2 mod: -1.1; thrombin 1536: -1; p47phox inh: 2
COCCn1cc(C(=O)c2ccccc2OCC(=O)Nc2cc(C)on2)cc(C#N)c1=O across the screens: Furin inh: -6[20 µM]; KLK5 inh: 42*; eIF4E 4G PPI: 2; 14-3-3 Bad PPI: -2; Rad51 HR inh: 0; EBV gp42 block: -1; KCC2 mod: 0.53; thrombin 1536: 24; p47phox inh: -6

Screening results from PubChem BioAssay.
